# FXIIa inh – inhibitors of human coagulation factor XIIa; purified human FXIIa, AMC substrate fluorescence, 2 h; inhibition, % at 10 µM; 33,000 tested, 0.2% active; AID 701; P00748; in the data active = inhibition above about 30%;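 also: 0% = enzyme with vehicle only and 100% = no enzyme blank; many of its hits are not listed in these tables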
# Target sequence (P00748 20-372 limits assumed): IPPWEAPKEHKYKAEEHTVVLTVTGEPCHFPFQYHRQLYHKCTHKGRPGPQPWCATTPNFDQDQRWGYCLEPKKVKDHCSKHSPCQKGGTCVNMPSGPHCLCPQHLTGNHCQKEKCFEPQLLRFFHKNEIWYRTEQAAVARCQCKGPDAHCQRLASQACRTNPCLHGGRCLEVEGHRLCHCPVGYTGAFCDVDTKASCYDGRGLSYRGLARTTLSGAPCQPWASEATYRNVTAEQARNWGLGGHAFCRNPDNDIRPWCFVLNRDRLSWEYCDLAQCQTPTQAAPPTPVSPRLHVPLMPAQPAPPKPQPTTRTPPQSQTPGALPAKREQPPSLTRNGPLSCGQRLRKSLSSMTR
# Target sequence (P00748 373-615 limits assumed): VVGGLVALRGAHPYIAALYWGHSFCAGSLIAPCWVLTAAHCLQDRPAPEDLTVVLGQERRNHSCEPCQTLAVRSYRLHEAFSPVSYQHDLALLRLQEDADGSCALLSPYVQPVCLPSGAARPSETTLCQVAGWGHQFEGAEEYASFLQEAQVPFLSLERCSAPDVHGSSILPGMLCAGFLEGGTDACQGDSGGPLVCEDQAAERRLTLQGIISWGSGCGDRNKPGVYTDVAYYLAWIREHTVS
# FXIa single inh – blocks human coagulation factor XIa activity | 33,000 tested, 0.3% active | AID 687 | purified human FXIa, fluorogenic AMC substrate cleavage | inhibition, % at 10 µM | P03951;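 active = inhibition above 40% in the primary screen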;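 also: 0% = enzyme without compound and 100% = blank wells lacking enzyme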
# * marks the source's active call; other numbers are inactive results. This is a subset; count on the stated rates, not on these rows.
SMILES,FXIIa inh,FXIa single inh
Cc1ccc2nc(N3CCN(C=O)CC3)nc(-c3ccccc3)c2c1,1,-2
O=C(Nc1nncs1)C1c2ccccc2Oc2ccccc21,4,9
Cc1ccc2nc(-c3cc(N)cc(N)c3)oc2c1,11,0
CC(CNC(=O)c1ccc(-c2ccccc2)cc1)CN(C)C (stereo not given),6,6
O=C(Nc1cc(C(F)(F)F)ccc1N1CCOCC1)c1ccccc1F,4,0
CSc1nc2c(c(C(F)(F)F)n1)CC(C)CC2 (stereo not given),4,4
N=c1c2c3c(sc2nc2n1CCCCC2)CCCCC3,2,-4
O=C(NC1CCCC1)c1ccc(Br)o1,-4,-3
CCCn1nnc(NC(=O)COc2ccc(C3CCCCC3)cc2)n1,10,-5
CNC(=O)CCCCCNS(=O)(=O)c1ccc(C)cc1,9,2
Cc1ccccc1NC(=O)C1C2CCC(O2)C1C(=O)O (stereo not given),7,3
CC(Cc1ccccc1)NC(=O)C1CCCNC1=O (stereo not given),5,7
COc1ccc(S(=O)(=O)Nc2cc(C)cc(C)n2)c2ccccc12,4,2
Cc1ccc(C(O)c2cccnc2)o1 (stereo not given),-2,5
CC(NC(=O)CCOc1ccccc1)c1ccccc1 (stereo not given),10,0
COc1ccc(C(=O)CN(C(=O)c2ccc(Cl)cc2)N2C(=O)C3CCCCC3C2=O)cc1 (stereo not given),3,-5
COc1ccccc1NC(=O)CSc1nnc(-c2ccco2)n1Cc1ccco1,-2,-1
CCOC(=O)C1=C(c2ccccc2)Nc2ncnn2C1c1cc(OC)ccc1OC (stereo not given),0,3
Cc1ccc(C)n1-n1c(C)nc2scc(-c3ccccc3)c2c1=O,10,-2
COC(=O)NCc1ccc2c(c1)OCO2,5,2
COc1ccc(Cl)cc1C(=O)NCC#N,7,2
O=c1cc(CO)oc(CN2CCN(c3cccc(C(F)(F)F)c3)CC2)c1O,-4,2
CCCCc1ccc(NS(=O)(=O)N(C)C)cc1,-2,-1
CCOC(=O)c1cn(CC(=O)Nc2ccc(C(C)C)cc2)nn1,5,-3
CO/N=C(/CS(=O)(=O)c1ccc(Br)cc1)c1ccc(OC)cc1,11,1
# (more compounds)
SMILES,FXIIa inh,FXIa single inh
CCN(CC)CCn1c(=N)n(CCOc2ccccc2)c2ccccc21,3,-11
CN1CCN(C(=O)c2cc(-c3ccco3)on2)CC1,5,-7
COc1ccccc1C(=O)N/C(N)=N/c1nc2ccccc2o1,2,4
O=C(CSc1nnnn1-c1ccc(F)cc1)Nc1nc2ccccc2s1,4,6
CCCCOC(=O)C(C)Nc1n[nH]c(=S)[nH]c1=O (stereo not given),5,2
Cc1onc(-c2ccccc2)c1C(=O)Oc1cccnc1,6,-4
CC(=O)c1cnc2nc(C(F)(F)F)nn2c1C,-2,-4
CC(C)(C)c1cc(CCC(=O)N2CCNCC2)c(C(C)(C)C)cc1O,-21,6
O=C(NCC1CCCO1)C1CCCN(S(=O)(=O)c2cccc3nsnc23)C1 (stereo not given),-1,-5
Cc1cc(C)n2nc(C(=O)NCc3ccco3)nc2n1,3,-2
Cc1sc2ncnc(NCCN3CCOCC3)c2c1C,2,2
CCNS(=O)(=O)c1ccc2c(c1)n(C)c(=O)n2C,3,5
CC(=O)c1c(N2CCOCC2)nc(=S)n(-c2ccccc2)c1C,5,-9
CS(=O)(=O)N1CCN(c2ccccc2NC(=O)c2ccco2)CC1,5,-12
NC(=O)C1(N2CCCCC2)CCN(CC(=O)Nc2ccc(Oc3ccccc3)cc2)CC1,5,4
Cc1cccc(N(CC(=O)Nc2ccccc2F)S(C)(=O)=O)c1,8,-8
CCN(CC)C(C)C(=O)NCC1(c2ccccc2)CCOCC1 (stereo not given),1,1
Cc1cc(C)c2ccc(C(=O)O)nc2c1O,-2,-2
CNC(=S)N1N=C(c2ccccc2)CC1c1ccc(Br)cc1 (stereo not given),2,-2
COc1ccc(N=C2NN=C(c3ccc4c(c3)OCCO4)CS2)cc1,13,0
Cc1noc(C)c1C(=O)N1CCN(Cc2ccc3c(c2)OCO3)CC1,0,5
COc1ccc(-c2nnc(SCc3ncc(-c4ccccc4)o3)o2)cc1,4,-1
CCc1c(C)sc(NC(=O)c2cc(-c3ccc(OC)c(OC)c3)on2)c1C#N,1,3
O=C(COC(=O)c1cc(S(=O)(=O)N2CCOCC2)ccc1O)NCCc1ccccc1,-15,16
O=C(Nc1cccc(C(=O)N2CCOCC2)c1)c1ccccc1,3,8

# Another view of some results above:
SMILES | FXIIa inh | FXIa single inh
COc1ccc(-c2nnc(SCc3ncc(-c4ccccc4)o3)o2)cc1 | 4 | -1
Cc1noc(C)c1C(=O)N1CCN(Cc2ccc3c(c2)OCO3)CC1 | 0 | 5
NC(=O)C1(N2CCCCC2)CCN(CC(=O)Nc2ccc(Oc3ccccc3)cc2)CC1 | 5 | 4
CCN(CC)CCn1c(=N)n(CCOc2ccccc2)c2ccccc21 | 3 | -11
CCN(CC)C(C)C(=O)NCC1(c2ccccc2)CCOCC1 (stereo not given) | 1 | 1
Cc1sc2ncnc(NCCN3CCOCC3)c2c1C | 2 | 2

# 4 successive compounds from above, for reference:
SMILES,FXIIa inh,FXIa single inh
Cc1ccc2nc(N3CCN(C=O)CC3)nc(-c3ccccc3)c2c1,1,-2
O=C(Nc1nncs1)C1c2ccccc2Oc2ccccc21,4,9
Cc1ccc2nc(-c3cc(N)cc(N)c3)oc2c1,11,0
CC(CNC(=O)c1ccc(-c2ccccc2)cc1)CN(C)C (stereo not given),6,6

# The listing continues.
SMILES,FXIIa inh,FXIa single inh
COC(=O)C1=C(C(=O)OC)SC(=C2C(=S)C(C)(C)N(C(=O)C3CC3)c3ccccc32)S1,2,16
COC(=O)c1sccc1NC(=S)N1CCCCC1C (stereo not given),-8,-5
CCCCn1nnnc1SCC(=O)Nc1ccc2c(c1)OCO2,2,-1
FC(F)(F)c1cnc(Oc2ccc(-c3nnco3)cc2)c(Cl)c1,31*,-1
Cc1ccc(C(=O)NC(=S)NNC(=O)c2ccccc2[N+](=O)[O-])cc1,8,-1
Cc1cc(Cl)c(S(=O)(=O)NCc2cccnc2)cc1OCC(=O)NC1CCCCC1,8,5
Cc1cc(=O)oc(C)c1C(=O)NC1CC(C)(C)NC(C)(C)C1,-6,4
Cc1ncc(CC(=O)n2cc(C(=O)c3cc(Cl)ccc3O)cn2)s1,3,-1
Cc1c(C(=O)Nc2nccs2)sc2nc(-c3cccs3)cc(C(F)(F)F)c12,-11,28
Nc1nc(NC(=O)c2cccs2)nn1-c1ccccc1,2,0
COc1cccc(-c2nnn(CC(=O)Nc3cc(OC)c(NC(=O)c4ccco4)cc3OC)n2)c1,3,-8
O=C(C1CCN(c2ccc(N3CCOCC3)nn2)CC1)N1CCN(c2ccc(F)cc2)CC1,0,6
COCCNC(=O)CN(C(=O)Cn1nnc2ccccc21)c1ccc(C)c(F)c1,-13,-2
CC(C)c1ccccc1OCCCCCNCCO,9,0
CCC(=O)N1N=C(c2ccc(NS(C)(=O)=O)cc2)CC1c1ccc(C)cc1 (stereo not given),-6,0
COc1ccc(CC(=O)Nc2cc(C)ccn2)cc1,5,-7
Cc1nn(-c2ccc(Cl)c(Cl)c2Cl)c(=O)c2ccccc12,1,8
COc1nn(CC(=O)N2N=C(C)CC2(O)C(F)(F)F)cc1[N+](=O)[O-] (stereo not given),4,2
CCOC(=O)Cn1c(=O)oc2cc(S(=O)(=O)NCCC(C)C)ccc21,11,17
COc1cccc(CNC(=O)CCS(=O)(=O)c2cccc3nsnc23)c1,5,-2
O=[N+]([O-])c1ccc(Sc2n[nH]c(-c3ccccc3)n2)nc1,6,-1
Cc1nc(-c2ccccc2)nc2[nH]c(-c3ccccc3)cc(=O)c12,5,10
CCOc1ccccc1CNCCN1CCOCC1,-3,2
Cc1cc(C(=O)NCc2ccco2)on1,6,7
O=C1c2cc(S(=O)(=O)NCCCO)ccc2-c2ccc(S(=O)(=O)NCCCO)cc21,7,-4

# Pulled by compound from above:
SMILES,FXIIa inh,FXIa single inh
CCC(=O)N1N=C(c2ccc(NS(C)(=O)=O)cc2)CC1c1ccc(C)cc1 (stereo not given),-6,0
CCCCc1ccc(NS(=O)(=O)N(C)C)cc1,-2,-1
COC(=O)NCc1ccc2c(c1)OCO2,5,2

# Continuation:
SMILES,FXIIa inh,FXIa single inh
COc1ccc(Cl)cc1Nc1nc(C)cc(C)c1C(N)=O,3,-4
Cc1ccc2[nH]c3c(c2c1)CN(C)CC3,1,-5
COc1ccc(Cl)cc1NC(=O)CC(C)=O,3,4
COC(=O)Nc1ccc(S(=O)(=O)N(C)C)cc1,-3,-3
COc1ccc(-c2nn(-c3ccccc3)cc2C(=O)O)cc1OC,10,-1
O=C(c1nn(Cc2ccccc2)c(=O)c2ccccc12)N1CCN(C/C=C/c2ccccc2)CC1,-14,31
CCOC(=O)C1=C(C)N=C2SC(C)C(=O)N2C1c1cccc(F)c1 (stereo not given),7,0
O=C(Nc1ccc(-c2nc3ccccc3o2)cc1)c1cccnc1,7,-8
CC(C)(C)Cc1nc(-c2ccc(Cl)cc2)no1,3,-3
CCCN(CCC)C(=O)CSc1nc2ccsc2c(=O)n1NC(=O)c1ccccc1,-2,1
COc1ccc(Cl)cc1N1Cc2ccccc2C1,-1,-7
CCOc1ccc(CCNC(=O)COC(=O)c2cccnc2OCC)cc1OCC,-2,-7
O=C(CCCOc1ccccc1)Nc1ccc(S(=O)(=O)N2CCOCC2)cc1,5,2
COc1ccc(NCc2nnc(SCC(=O)NCc3ccco3)n2-c2ccccc2OC)cc1,11,-5
CCCCn1c(SCC(=O)NCc2ccco2)nc2cc(S(N)(=O)=O)ccc21,3,6
Cc1cc(OCC(=O)Nc2ccc(N3CCCC3)cc2)cc(C)c1Cl,4,-6
CC(C(=O)O)c1ccc(-c2ccccc2)c(F)c1 (stereo not given),6,7
Cc1cccc(N=C2NN=C(c3ccc4c(c3)OCCO4)CS2)c1,3,-3
Cc1cc2nc3c(nc2cc1C)C1(C(=O)N(C)C)CCC3(C)C1(C)C (stereo not given),5,-4
CCC(C)(C(=O)NC1CCCC1)N(Cc1cccs1)C(=O)Cc1cccs1 (stereo not given),4,2
CCOC(=O)c1ccc(NC(=O)CSc2nnc(CNC(=O)c3ccccc3F)o2)cc1,-13,-9
CN1CCN(CC(=O)N2c3ccccc3C(=O)Nc3cccnc32)CC1,1,5
COc1ccc(CNCc2cc3c(C(C)(C)C)nn(-c4ccccc4)c3[nH]c2=O)cc1,18,-8
Cc1ccc(S(=O)(=O)NCC(=O)N(CC(=O)NC2CCCC2)c2ccc3c(c2)OCCO3)cc1,6,-4
O=C1CC(N2CCN(c3ccccn3)CC2)C(=O)N1CC(c1ccccc1)c1ccccc1 (stereo not given),5,2

# Ordered by count of non-hydrogen atoms (rising): part of the list above
SMILES,FXIIa inh,FXIa single inh
Cc1ccc2[nH]c3c(c2c1)CN(C)CC3,1,-5
CC(C(=O)O)c1ccc(-c2ccccc2)c(F)c1 (stereo not given),6,7
CN1CCN(CC(=O)N2c3ccccc3C(=O)Nc3cccnc32)CC1,1,5

# The listing continues:
SMILES,FXIIa inh,FXIa single inh
COC(=O)c1[nH]c2ccc(C)cc2c1NC(=O)NC1CCCCC1,1,-9
COC(=O)c1cc(OC)c(OC)cc1NC(=O)c1ccoc1C,3,1
Cc1nc(N2CCN(c3ccccc3)CC2)c2c3c(sc2n1)CCC3,-6,-1
COc1ccc(N2CCN(C(=O)c3cn(C4CCCC4)c(=O)c4c3c3ccccc3n4C)CC2)cc1,3,3
CCc1ccccc1NC(=O)N1CCC(NC(=O)C(Cc2ccc(OC)c(OC)c2)NC(C)=O)CC1 (stereo not given),-1,-10
N#CC1=C(N)SC(N)=C(C#N)C1c1cccc(O)c1,6,4
Cc1ccc(-n2c(SCC(=O)N3CCOCC3)nnc2-c2cccnc2)cc1,12,2
Cc1ccc(NC(=O)NCc2ccc3c(c2)OCO3)cc1,3,-5
C/C(=N\NS(=O)(=O)c1ccc(Br)cc1)c1cccs1,12,7
